Screening data deposited in PubChem by several laboratories.
Bcl-xL primary = blocks human Bcl-xL binding to Bim BH3 peptide; 0.7% of 320,000 active; AID 2129; GST-Bcl-xL / FITC-Bim BH3 peptide fluorescence polarization; Q07817; inhibition, % at 10.9 µM;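 active means inhibition above the mean of all tested compounds plus 3 SD, cutoff set per campaign, cut at about 30% in these data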;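 further: 0% = DMSO wells and 100% = unlabeled Bim-BH3 peptide competitor; inhibitors lower millipolarization by displacing the labeled peptide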
Target sequence (Q07817 whole entry, looked up): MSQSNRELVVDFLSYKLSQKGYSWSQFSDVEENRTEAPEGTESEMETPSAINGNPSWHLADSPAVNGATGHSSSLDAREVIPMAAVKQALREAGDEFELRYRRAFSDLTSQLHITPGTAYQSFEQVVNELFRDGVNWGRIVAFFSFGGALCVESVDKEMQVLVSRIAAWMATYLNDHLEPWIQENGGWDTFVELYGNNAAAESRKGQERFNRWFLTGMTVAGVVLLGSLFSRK
VLA-4 inh = inhibition in a human VLA-4 binding assay; P13612; VLA-4 expressing cells, ligand binding flow cytometry; inhibition, % (about 7 µM as worked out from the volumes in the protocol); 0.2% of 330,000 active; AID 2557; in the data active means inhibition above about 50%
PME-1 primary = PME-1 (human) inhibition; recombinant PME-1, FP-Rh probe fluorescence polarization; inhibition, % at 5.9 µM; Q9Y570; AID 2130; 0.53% of 320,000 active;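 active means inhibition above the campaign mean of all compounds plus 3 SD, cut at about 26% in these data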;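 further: competitive labeling of PME-1 active site by serine hydrolase directed probe; 0% = PME-1 with DMSO and 100% = wells lacking PME-1 enzyme; inhibitors block probe labeling so polarization falls and inhibition rises; many of its hits are not listed in these tables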
GRK2 aptamer HTS = inhibitors of human GRK2 displacing RNA aptamer; P25098; inhibition of aptamer binding, % at 10 µM; bead flow cytometry, FAM-aptamer displacement from GRK2; 0.59% of 330,000 active; AID 488847;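 active means inhibition of aptamer binding above 40%, roughly 3 SD of noise, on plates passing a quality check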;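 further: median bead fluorescence of bound FAM aptamer so fluorescent compounds give negative values; no value below 0 was filed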
Efflux pump inh = inhibitors of Candida antifungal efflux pumps expressed in yeast. AID 485275. inhibition, % at 10 µM. 0.44% of 330,000 active. S. cerevisiae Candida pump triplex, Nile Red efflux;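 active means plate passing quality check with inhibition over a set limit, or well fluorescence over plate mean plus 4 SD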;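 further: Nile Red retained in pooled yeast measured as flow cytometry median fluorescence; 0% = buffer negative control and 100% = Enniatin B positive control; higher means more Nile Red kept so more efflux inhibition; some compounds called inactive have numbers as strong as hits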
MEX-5 binding = C. elegans MEX-5 TCR-2 RNA binding activity; Q9XUB2; MEX-5/FITC-TCR2 RNA binding, fluorescence polarization; stronger effect = lower value; activity score (negative = inhibition of binding), % at 10 µM; 0.38% of 300,000 active; AID 1832;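 active means inhibition past about -25% in most replicates, and total fluorescence under double the plate's negative control median, limit read from the data; inconclusive means replicates evenly split on the limit, or fluorescence at least double controls; inactive means too little inhibition in most replicates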;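 further: 0% = DMSO and -100% = 5 µM competing unlabeled TCR2 RNA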
Fam108B inh = counter-screen for RBBP9 inhibitors: inhibitors of mouse Fam108B. recombinant Fam108B, FP-Rh probe fluorescence polarization. inhibition, % at 9.51 µM. 0.33% of 300,000 active;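 active means inhibition above the screen mean inhibition plus 3 SD, computed separately per campaign, cut at about 18% in these data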;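 further: inhibitors lower polarization as less probe binds the enzyme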
GLD-1 TGE inh = GLD-1-TGE RNA interaction inhibition (C. elegans). purified GLD-1 + fluorescein TGE RNA, fluorescence polarization. Q17339. inhibition, % at 5.96 µM. 0.44% of 320,000 active;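 active means percent inhibition above a per-plate cutoff, the plate mean of test compounds plus 3 SD, cut at about 30% in these data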;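 further: 0% = DMSO wells with GLD-1 and probe and 100% = wells lacking GLD-1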
Target sequence (Q17339 whole entry, looked up): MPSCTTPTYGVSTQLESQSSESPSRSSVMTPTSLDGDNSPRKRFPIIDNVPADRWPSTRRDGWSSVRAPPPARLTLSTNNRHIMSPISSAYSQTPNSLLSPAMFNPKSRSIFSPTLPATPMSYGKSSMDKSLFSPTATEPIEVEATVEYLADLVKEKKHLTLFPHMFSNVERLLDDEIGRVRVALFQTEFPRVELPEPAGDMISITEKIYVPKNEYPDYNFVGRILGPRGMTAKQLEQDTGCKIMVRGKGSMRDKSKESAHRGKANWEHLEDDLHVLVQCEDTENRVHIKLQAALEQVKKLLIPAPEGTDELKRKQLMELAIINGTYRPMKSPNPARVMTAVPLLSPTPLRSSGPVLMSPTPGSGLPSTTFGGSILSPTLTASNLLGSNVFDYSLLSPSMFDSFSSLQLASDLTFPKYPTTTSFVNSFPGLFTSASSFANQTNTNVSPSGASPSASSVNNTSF
MCL1-BIM inh = inhibitors of human MCL1 binding to BIM-BH3 peptide; AID 2057; 0.68% of 320,000 active; Q07820; GST-MCL1 / FITC-Bim-BH3 fluorescence polarization; inhibition, % at 10.9 µM;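 active means inhibition above the mean inhibition of all tested compounds plus 3 SD, set per campaign, cut at about 40% in these data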;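 further: 0% = DMSO wells and 100% = unlabeled Bim-BH3 peptide control; higher means more loss of mP so more displacement of Bim peptide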
Target sequence (Q07820 whole entry, looked up): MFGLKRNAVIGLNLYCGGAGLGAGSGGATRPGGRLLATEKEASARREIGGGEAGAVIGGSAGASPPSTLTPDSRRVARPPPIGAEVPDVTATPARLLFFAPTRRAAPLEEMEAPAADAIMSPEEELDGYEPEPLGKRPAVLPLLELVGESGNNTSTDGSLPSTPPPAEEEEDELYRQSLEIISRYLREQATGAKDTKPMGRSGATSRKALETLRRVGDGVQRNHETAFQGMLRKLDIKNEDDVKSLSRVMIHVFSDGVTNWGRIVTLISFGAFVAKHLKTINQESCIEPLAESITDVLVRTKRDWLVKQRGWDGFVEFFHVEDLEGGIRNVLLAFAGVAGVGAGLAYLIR
Active calls of the source: *; ? = inconclusive; . = no result given. Some of the compounds tested; rates above refer to the full screens.

SMILES	Bcl-xL primary	VLA-4 inh	PME-1 primary	GRK2 aptamer HTS	Efflux pump inh	MEX-5 binding	Fam108B inh	GLD-1 TGE inh	MCL1-BIM inh
S=C(Nc1cccnc1)N1CCc2ccccc21	0.0	23.3	0.5	1.0	-0.2	-0.1	-0.9	2.9	-5.5
Cc1cccc(OCc2nnc(SCC(=O)N3CCCC3)n2C)c1	-3.7	2.1	0.6	0.0	-0.1	-1.6	-0.5	3.3	-3.3
O=C(Oc1c(-c2ccccc2)c(=O)n2c3c(cccc13)CC2)c1ccccc1	5.3	-1.8	3.5	2.0	0.0	0.9	4.0	1.0	-1.5
CN1CCN(c2ccc(NC(=O)c3cccs3)cc2)CC1	2.8	2.4	-1.7	0.0	-0.1	-2.5	-1.5	-6.7	-8.0
Cc1ccc(SCCC(=O)NC(C)C)cc1	3.6	6.9	-7.4	4.0	-0.2	-1.9	-3.1	4.3	2.2
CCCc1cc(=O)oc2cc(O[C@@H]3O[C@H](CO)[C@@H](O)[C@H](O)[C@H]3O)ccc12	3.5	-11.3	-9.3	1.0	-0.4	-1.3	-5.8	-86.7	4.0
O=C(CSc1nc2[nH]ncc2c(=O)[nH]1)Nc1ccccc1F	-2.3	-1.0	-0.2	0.0	-0.3	-1.0	0.4	4.0	-3.1
COc1ccccc1Nc1nc(NCc2ccco2)nc(N)c1[N+](=O)[O-]	7.3	-5.9	-3.0	0.0	0.1	-1.0	-2.6	0.7	4.2
Cc1cc2c3c(c1)C1(C(=O)N3C(C)(C)CC2C)C(C#N)=C(N)OC2=C1C(=O)CC(C)(C)C2 (stereo not drawn)	0.2	4.4	12.2	1.0	-0.3	1.2	0.2	3.4	1.5
COc1cc(C)ccc1N(CCCN1C(=O)c2cccc3cccc(c23)C1=O)C(=O)c1cccs1	-1.6	21.5	-13.3	0.0	0.0	2.3	-7.9	1.0	-2.5
O=S(=O)(O)c1nc2ccccc2[nH]1	4.8	-10.8	-0.8	0.0	0.0	0.0	6.3	0.8	2.8
CCOCc1nnc(NC(=O)C2CC(=O)N(C3CCCC3)C2)s1 (stereo not drawn)	5.2	-6.0	1.0	1.0	0.1	-0.6	2.4	0.7	-0.3
O=C(O)C1CCCCC1C(=O)NCc1ccccn1 (stereo not drawn)	4.0	4.3	-0.2	4.0	0.1	-0.4	1.5	3.6	4.0
CCc1ccc(C2(C)SC(NC(C)=O)=NN2C(C)=O)cc1 (stereo not drawn)	2.8	39.1	2.0	2.0	0.1	-2.4	4.4	-2.5	3.4
CCC(Oc1ccccc1)C(=O)NC1C(=O)N2C1SC(C)(C)C2C(=O)O (stereo not drawn)	4.6	24.8	-1.0	3.0	0.1	0.3	0.2	1.5	6.6
Clc1ccc(-c2nnc(SCc3nc4ccccc4[nH]3)o2)c(Cl)c1	2.9	15.1	1.2	1.0	0.0	2.8	3.7	1.1	3.9
CCCCNC(=O)N(c1c(N)n(Cc2ccccc2)c(=O)[nH]c1=O)C1CCCC1	3.5	6.0	-3.5	0.0	0.0	-2.3	-6.0	-5.2	0.5
O=C(O)CC1COc2ccccc2N1C(=O)c1ccccc1Cl (stereo not drawn)	2.7	-1.7	0.5	2.0	0.3	1.7	5.8	4.8	4.2
CN(CCCC(=O)Nc1ccccc1F)S(=O)(=O)c1ccc(F)cc1	13.0	3.8	2.5	2.0	0.0	-0.5	-3.7	0.0	6.5
COc1ccc(-c2nnc(-c3ccc(Br)o3)o2)cc1OC	6.8	6.7	13.4	0.0	-0.1	0.0	-0.5	2.3	0.6
CCOc1ccccc1OCCn1nc2ccccc2n1	1.3	-1.0	7.5	0.0	0.1	-0.2	-0.4	-1.2	0.8
COc1ccc(Cl)cc1C(=O)OCC(=O)N(C)CC(=O)Nc1ccc(F)cc1	4.2	10.1	1.4	1.0	0.1	-0.2	3.5	4.0	0.3
Cc1[nH]n2c(=O)c3c(nc2c1-c1ccc(Cl)cc1)CCC3	-12.5	6.4	0.4	0.0	0.2	-1.8	1.2	-7.6	3.1
O=C(COc1ccc2c(c1)OCO2)Nc1cccc(F)c1	-2.1	-7.8	-2.3	5.0	-0.2	1.5	2.0	2.4	6.3
Cn1c(=O)[nH]c(=O)c2c1nc1n2CCN1Cc1ccccc1	9.1	1.7	4.3	1.0	-0.2	0.9	2.7	0.4	9.1
Cc1cc(NC(=O)c2ccccc2)no1	1.1	7.7	1.7	0.0	-1.0	-0.5	0.2	-4.5	2.6
O=S(=O)(NCC(c1cccnc1)N1CCN(c2ccccc2)CC1)c1cccs1 (stereo not drawn)	6.7	5.1	-10.3	0.0	0.1	-2.1	-6.8	5.0	2.3
CC1CC(OCC(O)CN2CCCCC2C)CC(C)(C)C1 (stereo not drawn)	-0.6	-1.6	6.0	0.0	-0.1	4.0	4.0	1.9	3.0
COc1nc(N)nc2nc[nH]c12	4.8	-15.0	-2.9	8.0	0.0	-0.2	5.9	6.3	4.0
N#Cc1c[nH]n2c(=O)cc(Cc3ccccc3)nc12	8.4	14.2	3.9	0.0	0.0	-1.5	-3.3	-0.7	6.2
CCCCn1cc(S(=O)(=O)c2ccccc2)c(=O)c2cc(C)ccc21	-4.6	4.0	5.3	0.0	0.3	0.2	1.4	1.1	-6.0
CCC1CCCCN1C(=O)CSc1nc2c(c(=O)n1C)SC(C)C2 (stereo not drawn)	3.0	-6.0	3.7	3.0	0.1	0.3	3.6	6.0	5.6
O=C(CCc1ccccc1)N=C1SC2CS(=O)(=O)CC2N1c1cccc(F)c1 (stereo not drawn)	4.5	-6.8	-4.5	34.0	-0.1	2.7	7.4	-8.4	7.5
Oc1ccccc1C1=NOC(O)(C(F)F)C1 (stereo not drawn)	2.3	5.9	1.2	4.0	-0.1	-0.1	0.8	-0.3	4.0
O=S(=O)(NCc1ccccc1)c1cnc[nH]1	6.7	0.0	1.7	6.0	-0.1	-4.2	1.7	0.6	-2.5
COc1ccc(-n2c(SCC(=O)C(C)(C)C)nc3ccsc3c2=O)cc1	8.7	2.3	-2.9	1.0	-0.1	0.4	7.1	5.0	10.6
C/C(=N\NC(=O)c1c(Cl)c(C)nn1C)c1cccc(NC(=O)C2CCCC2)c1	5.0	-8.5	-0.5	0.0	-0.1	2.7	-1.5	3.2	5.0
Nc1c(Cl)ncnc1NCCO	8.7	7.5	-1.6	1.0	-0.2	-2.6	-1.2	2.8	8.9
Cc1ccc(CSc2ncnc3c2cnn3-c2ccc(C)cc2)cc1	0.2	-12.8	-4.6	4.0	-0.1	1.4	-2.2	3.7	0.9
CCn1c(SCC(=O)Nc2ccc(OC)c(OC)c2)nc2c(c1=O)SCC2	4.0	25.6	5.3	2.0	0.0	-1.0	2.5	4.0	3.1
O=C1CC(c2ccco2)Cc2c1cnn2-c1nc2ccccc2s1 (stereo not drawn)	1.0	7.9	-2.4	3.0	0.0	4.6	-0.7	-8.1	5.1
CN(C(=O)COC(=O)c1cc2c(s1)CCCCC2)c1ccccc1	-0.9	22.5	0.2	0.0	0.2	0.2	3.0	1.1	-0.3
O=[N+]([O-])c1ccc(-n2cnc3ccccc32)c([N+](=O)[O-])c1	0.0	-9.5	-3.6	3.0	0.0	1.5	0.0	-2.9	-2.8
CC1Cc2cccc3c(O)c(C(=O)c4nn[nH]n4)c(=O)n1c23 (stereo not drawn)	1.7	14.2	-3.3	0.0	0.2	-3.0	-8.0	-5.0	6.3
CC(C)CCNC(=O)c1sc2ccc(S(=O)(=O)N3CCCCC3)cc2c1N	8.1	16.9	3.6	1.0	0.1	-4.0	-3.5	3.3	11.8
COc1ccc(-c2ccnc3c(Br)c(C)nn23)cc1	0.0	27.2	-3.4	5.0	0.4	.	.	1.2	0.6
Cc1ccc(N(CC(=O)Nc2ccccc2-c2ccccc2)S(=O)(=O)c2ccccc2)cc1	-2.9	-4.4	-3.6	1.0	0.1	-1.8	0.8	3.1	-3.8
O=C1C(c2cc(=O)c3ccccc3[nH]2)=C(O)c2ccccc21	4.2	-7.7	11.8	0.0	0.1	0.6	13.1	-9.1	6.3
N#C/C=C/N1CCN(C(=O)c2ccco2)CC1	-3.8	1.2	-4.0	1.0	-0.2	.	.	9.2	-1.0
Cc1ccc2c(CN3CCN(CCO)CC3)cc(=O)oc2c1	10.3	25.6	-2.1	0.0	0.0	1.4	1.4	4.3	8.5

Further records.
SMILES	Bcl-xL primary	VLA-4 inh	PME-1 primary	GRK2 aptamer HTS	Efflux pump inh	MEX-5 binding	Fam108B inh	GLD-1 TGE inh	MCL1-BIM inh
Nc1ncnc2c1ncn2C1O[C@H](CO)[C@@H](O)[C@@H]1O (stereo partly drawn)	0.7	18.8	-2.9	0.0	0.0	.	-0.9	7.9	4.4
NC(=O)[C@H]1CC2(CC(c3cccc(NC(=O)CC(c4ccccc4)c4ccccc4)c3)=NO2)CN1C(=O)C(c1ccccc1)c1ccccc1 (stereo partly drawn)	4.3	-8.5	-43.1	0.0	0.2	5.9	-36.2	1.0	5.5
COC(=O)COc1ccc(S(=O)(=O)Nc2ccc3c(c2)OCCO3)cc1C	6.2	18.6	2.5	.	0.0	1.3	-6.5	1.9	2.1
C=CCN1C(=O)SC(Cc2cccc(OC)c2O)C1=O (stereo not drawn)	0.5	21.1	0.6	0.0	0.1	-1.7	-5.9	5.5	-3.4
CCCCn1c(=NC(=O)c2cccnc2)c(C#N)cc2c(=O)n3cccc(C)c3nc21	46.3*	-8.8	6.3	0.0	-0.1	-9.4	3.6	11.8	47.9*
CC(C)(C)NC(=O)COC(=O)c1ccc(Cl)c(S(N)(=O)=O)c1	2.8	5.4	-2.6	5.0	-0.1	.	7.9	0.2	4.1
Cc1csc(NC(=O)CSc2nncn2C)n1	4.5	-2.8	-4.2	0.0	0.4	3.5	-2.5	6.8	6.1
NS(=O)(=O)c1cccc(NC(=O)COC(=O)CCN2C(=O)c3ccccc3C2=O)c1	-7.4	-11.6	3.5	1.0	0.2	.	.	2.5	-9.6
S=C(c1ccc[nH]1)N1CCOCC1	4.1	36.3	-5.3	0.0	0.0	-0.7	-1.5	6.9	6.4
CNC(=O)c1c(NC(=O)c2ccc(S(=O)(=O)N3CCCc4ccccc43)cc2)sc2c1CCN(C)C2	-50.0	-25.3	-6.2	0.0	0.1	?	7.1	-50.6	-97.6
CC(C)C(NC(=O)CN1C(=O)c2ccccc2S1(=O)=O)C(C)C	2.7	-24.9	-10.6	0.0	-0.1	-1.0	1.6	-6.0	3.8
CCOC(=O)C1=C(C)NC(C)=C(C(=O)OCC)C1C(=O)OCC(=O)NCc1ccccc1OC	.	-11.2	.	4.0	-0.1	.	.	-1.6	.
O=C(CCCSc1ccc(Cl)cc1)Nc1ccccc1O	1.8	-2.4	-4.2	0.0	-0.1	-0.1	-0.3	6.0	0.7
NC(=S)Cc1ccc(Cl)cc1Cl	5.2	10.1	-1.5	3.0	-0.1	1.0	-1.8	0.7	10.5
C=CCN(C(=O)c1csnn1)C(C(=O)NC1CCCC1)c1ccc(F)cc1 (stereo not drawn)	6.3	4.6	5.0	1.0	0.0	-2.0	5.9	6.9	8.5
Oc1ccccc1/C=N/Nc1ccccc1	5.8	2.9	1.5	5.0	0.0	1.1	0.6	2.9	6.5
